Assay outcomes (PubChem BioAssay)
BAP1 block – blocks human BAP1 ubiquitin-AMC hydrolysis; Q92560; actives 0.48% (n = 72,000); activity remaining (% of control), % at 20 µM; recombinant BAP1, Ub-AMC hydrolysis fluorescence kinetic; hits give low values;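 active = activity remaining at or below 50% of control, provided the compound also passes the data quality filters; inactive = the rest, including low values that fail the filters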;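 also: 100% = DMSO wells rate and 0% = substrate alone blank rate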
Target sequence (Q92560 whole entry, looked up): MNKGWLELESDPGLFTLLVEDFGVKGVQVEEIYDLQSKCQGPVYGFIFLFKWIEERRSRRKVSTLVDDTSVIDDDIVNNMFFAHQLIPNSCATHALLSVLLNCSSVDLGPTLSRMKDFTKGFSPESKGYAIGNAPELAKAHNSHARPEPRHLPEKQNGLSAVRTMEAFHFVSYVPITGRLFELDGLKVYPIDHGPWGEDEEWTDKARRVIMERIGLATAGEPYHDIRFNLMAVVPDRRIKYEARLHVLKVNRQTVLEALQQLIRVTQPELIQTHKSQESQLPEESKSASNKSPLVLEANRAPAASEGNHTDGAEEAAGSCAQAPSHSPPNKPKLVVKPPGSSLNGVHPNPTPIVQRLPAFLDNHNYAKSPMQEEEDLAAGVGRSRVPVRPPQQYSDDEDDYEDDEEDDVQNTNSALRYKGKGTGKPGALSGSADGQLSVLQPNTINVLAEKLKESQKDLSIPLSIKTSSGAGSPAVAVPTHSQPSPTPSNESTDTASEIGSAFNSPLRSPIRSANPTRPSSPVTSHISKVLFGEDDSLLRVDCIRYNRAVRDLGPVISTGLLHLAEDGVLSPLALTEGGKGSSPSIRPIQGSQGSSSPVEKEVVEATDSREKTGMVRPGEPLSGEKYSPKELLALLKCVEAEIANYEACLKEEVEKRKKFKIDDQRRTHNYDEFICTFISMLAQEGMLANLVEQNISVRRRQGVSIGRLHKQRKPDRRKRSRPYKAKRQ
HePTP inhibitor – inhibitors of human HePTP phosphatase; actives 0.64% (n = 110,000); inhibition, % at 20 µM; AID 521; recombinant HePTP phosphatase activity, OD absorbance; P35236; in the data active = inhibition above about 50%;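 also: plate controls were vehicle for no effect and reference inhibitor for full effect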
The depositor's hits bear a star; · = not tested or not shown; & = joins results of further samples.

structure,HePTP inhibitor,BAP1 block
C=CCOc1ccc(/C=C2/C(=O)NN(c3ccc(C)c(Cl)c3)C2=O)cc1OC,6,·
O=C(CCN1C(=O)COc2ccccc21)NCCC1=CCCCC1,4,97
CC(NC(=O)Cc1cccs1)c1ccc2c(c1)OCO2 (stereo unspecified),12,68
O=C(O)C1C2C=CC(O2)C1C(=O)NCc1ccc(Cl)c(Cl)c1 (stereo unspecified),-5,·
COc1cc2c(cc1OC)C(CC(=O)Nc1ccc(C)cc1C)=NC(C)(C)C2,4,·
COC(=O)CSC1=C(C#N)C(c2ccsc2)CC(=O)N1 (stereo unspecified),-4,·
COc1cccc(C(=O)NNC(=O)c2ccc(OC)cc2OC)c1,-4,·
COc1cc(/C=N/O)ccc1Oc1ccc([N+](=O)[O-])cn1,-2,·
COCC(=O)N/N=C/c1ccc(Sc2ccccn2)o1,3,·
c1ccc(Nc2ncc(Cc3cccc4ccccc34)s2)cc1,5,·
COCCn1c(SCC(=O)N2CCCc3ccccc32)nc2cccnc21,4,108
CCOC(=O)COn1c(=O)c(-c2ccco2)[n+]([O-])c2ccccc21,9,103
COc1ccc(OCC(=O)NC2CCCCCCCCCCC2)cc1,·,70
O=[N+]([O-])c1ccc(COc2ccccc2/C=N/Nc2nc3ccccc3s2)cc1,3,·
Cc1nn(-c2ccc(F)cc2F)c2c1-c1nc(N3CCCC3)ncc1CC2,10,·
COc1ccccc1OCc1csc(NC(=O)c2ccco2)n1,0,88
COC(=O)C1=CN(Cc2ccc(C)cc2)C=C(C(=O)OC)C1c1ccc(F)c(F)c1,2,·
CCOC(=O)CSc1nc(N)c(C#N)c(-c2ccc(OC)cc2)c1C#N,-1,61
CCc1nc(N[C@@H](Cc2c[nH]c3ccccc23)C(=O)O)c2oc3ccccc3c2n1,7,92
O=C(Nc1ccc(-c2nc3ccccc3[nH]2)cc1)c1ccccc1[N+](=O)[O-],-4,·
COC(=O)c1ccsc1NC(=O)CN1C(=O)CCC1=O,-5,91
C=CCn1c(O)c(N=NC(=O)c2cc(C)[nH]n2)c2cc(Br)ccc21,4,·
Cn1c(/C(C#N)=C(\O)CN2CCN(Cc3ccccc3)CC2)nc2ccccc21,7,93
ON1C(c2ccccc2)CC2(O)c3nonc3CCC12 (stereo unspecified),11&5,100
C#CCOC(=O)CCC(=O)NCCc1ccccc1,-4,84

Profiles from above. Screens in order: HePTP inhibitor | BAP1 block
Entry for O=C(O)C1C2C=CC(O2)C1C(=O)NCc1ccc(Cl)c(Cl)c1 (stereo unspecified) : -5 | ·
Entry for COc1cc(/C=N/O)ccc1Oc1ccc([N+](=O)[O-])cn1 : -2 | ·

(next part)
structure,HePTP inhibitor,BAP1 block
COc1ccc(NC(=O)c2ccc(CN(c3ccccc3)S(C)(=O)=O)cc2)cc1,6,·
O=C(Cn1nnc(-c2ccc(CN3CCOCC3)cc2)n1)Nc1nc(-c2ccccc2)cs1,8,73
Cc1ccc(CN2CCN(/N=C/c3cccc(F)c3)CC2)cc1,5,·
Fc1ccc(-c2csc(N3CCOCC3)n2)cc1,8,·
N#C/C(=C/c1ccccc1Cl)C(=O)Nc1cccc(Br)c1,13,·
COc1ccc(CNC(=O)CN(CC2CCCO2)C(=O)CNS(=O)(=O)c2ccc(F)cc2)cc1 (stereo unspecified),9,86
CCN(CC)c1ccc(NC(=O)c2ccc(C)c([N+](=O)[O-])c2)cc1,5,·
CS(=O)(=O)N(CC(O)Cn1c2ccccc2c2ccccc21)c1ccc(Cl)cc1 (stereo unspecified),8,·
Cc1ccc(NC(=O)c2ccc3c(c2)N(CC(=O)N2CCCCC2)C(=O)C(C)(C)O3)cc1,3,97
COc1cc(C)c(CNCc2ccc(OC)c(OC)c2)cc1C,8,·
COc1ccccc1NC(=O)C1=C(C)Nc2nc(CCCO)nn2C1c1cccnc1 (stereo unspecified),7,92
CC(=O)N1CCN(c2ccc(C(=O)c3ccccc3)cc2F)CC1,8,·
CC1=C(C(=O)OCCOc2ccccc2)C(c2cccc([N+](=O)[O-])c2)C2=C(CCCC2=O)N1 (stereo unspecified),7,·
CCCCn1c(-c2ccccc2)nc2c(=O)n(C)c(=O)[nH]c21,2,190
CCOCCn1c(SCC(=O)OCc2ccccc2)nc2c1c(=O)[nH]c(=O)n2C,0,96
COc1cccc(NC(=O)CSC(N)=O)c1,10,·
O=C(Nc1c(F)cc(F)cc1Br)c1ccco1,-5,87
O=C(/C=N\O)NCCCNCc1ccccc1,3&1,93
COC(=O)c1[nH]c2cccc(OC)c2c1NC(=O)CCN1CCC(C(N)=O)CC1,6,·
CN=c1sc2ccccc2n1CC(O)COCc1ccco1 (stereo unspecified),2,86
O=C(CSCc1cccc(Br)c1)Nc1cccc2cccnc12,4,·
CCOc1c(/C=C(\C#N)C(N)=O)c2ccccc2n1CC,0,·
O=C(CNC(=O)c1ccco1)OCC(=O)c1ccc2c(c1)CCCC2,8,101
O=S(=O)(Cc1ccccc1)/C1=C(\N2CCOCC2)CCCCCC1,-3,69
CCOC(=O)CC1=CSC2=NS(=O)(=O)CCN12,6,113
COc1cccc(OCCCCCN2CCOCC2)c1,-12,97
Cc1ccc2nc(SCC(=O)N3CCCC3)[nH]c2c1,8,94
COC(=O)c1cc(Cl)c(NC(=O)c2ccccc2CCc2ccccc2)cc1OC,-10,·
O=C(CCc1ccccc1)Nc1cccc(-c2nnc(-c3ccco3)o2)c1,0,122
COCCn1c(C)cc(C(=O)COC(=O)CCc2ccc(S(=O)(=O)N3CCOCC3)cc2)c1C,10,137
Cn1cnc2cc(NC(=O)c3ccccc3)ccc21,6,·
CC(=O)COC(=O)c1cccc(N2C(=O)C3C4C=CC(C4)C3C2=O)c1 (stereo unspecified),-9,91
O=C(Nc1ccc(OC(F)(F)C(F)F)cc1)c1ccc(Cl)c([N+](=O)[O-])c1,3,·
O=C1c2ccccc2C(=O)N1CCc1c[nH]c2ccc(O)cc12,·,91
COc1ccc(C2Nc3ccccc3C(=O)N2Cc2ccco2)cc1COc1ccc(F)cc1 (stereo unspecified),4,·
CC(C)C(CC(=O)NCc1ccco1)c1ccco1 (stereo unspecified),-4,·
COc1ccccc1NC(=O)CSc1nnc(C2CCCCC2)o1,10,88
COc1cccc(/C=C/C2=NN(c3ccc(F)cc3)C(c3cccc(OC)c3OC)C2)c1OC (stereo unspecified),5,·
O=C(Nc1ccc(S(=O)(=O)Nc2nccs2)cc1)c1cccc(F)c1,-5,·
NC(=O)C(=O)O,·,87
Cc1ccc(NC(=O)C2C3C=CC4(CN(Cc5cccnc5)C(=O)C24)O3)cc1F (stereo unspecified),-3,110
CNc1nnc(CSc2nc3ccccc3s2)s1,·,90
CCCNC(=O)CN(C1CCCCC1)S(C)(=O)=O,-5,87
CC1CCc2c(sc3ncnc(N4CCOCC4)c23)C1 (stereo unspecified),2,·
Cc1ccccc1C(=O)NNC(=O)c1ccc(Cl)cc1,4,·
Cc1cccc(C)c1NC(=O)/C=C/c1ccc2c(c1)OCO2,0,·
CCOC(=O)c1c(NC(=O)CN2CCN(C)CC2)sc2c1CCC(C)C2 (stereo unspecified),-5,·
COc1ccc(O)c(C2NC(CC(C)C)(C(=O)O)C3C(=O)N(Cc4ccccc4)C(=O)C23)c1 (stereo unspecified),-10,94
O=C(Nc1cccc(C(F)(F)F)c1)c1cccnc1,4,110
CCN(CC)C(=O)c1cc2sc3ccccc3c2s1,-5,87

Four of the compounds above, field by field.
SMILES: O=C(Nc1ccc(S(=O)(=O)Nc2nccs2)cc1)c1cccc(F)c1
  HePTP inhibitor = -5 | BAP1 block = ·
SMILES: Cc1ccc(NC(=O)C2C3C=CC4(CN(Cc5cccnc5)C(=O)C24)O3)cc1F (stereo unspecified)
  HePTP inhibitor = -3 | BAP1 block = 110
SMILES: CNc1nnc(CSc2nc3ccccc3s2)s1
  HePTP inhibitor = · | BAP1 block = 90
SMILES: CCCNC(=O)CN(C1CCCCC1)S(C)(=O)=O
  HePTP inhibitor = -5 | BAP1 block = 87

Following part:
structure,HePTP inhibitor,BAP1 block
c1ccc(CNC2=NCCCC2)cc1,3,99
C=CCc1cccc2cc(C(=O)N3CCN(C(=O)OCC)CC3)c(=O)oc12,2,·
COn1c(=O)c(-c2ccccc2)[n+]([O-])c2ccccc21,6,·
Cc1ccc(OCC(=O)Nc2ccc(F)cc2)c(Br)c1,4,·
O=c1ccc2c(o1)/C(=C/C=C(Cl)Cl)CCC2,2,85
CC1=C(C(=O)NCc2ccc3c(c2)OCO3)C2(CCC(C)CC2)OC1=O (stereo unspecified),0,92
COC(=O)c1cc(Cl)c(NC(=O)C(c2ccccc2)c2ccccc2)cc1OC,1,·
COC1(c2cc(-c3ccccc3)nc(N)n2)CCCCC1,1,85
CCc1ccc(CN2CCN(C(=O)c3cccc(OC)c3)CC2)cc1,5,·
CCCCC(CC)C(=O)Nc1ccccc1C(=O)NC(C)C (stereo unspecified),6,65
NNC(=O)c1ccccc1-n1cccc1,8,·
COc1ccc2c(c1)CCC/C2=N\NC(=O)CN(c1ccccc1)S(=O)(=O)c1ccccc1,3,·
CC(C)OC(=O)NCCOC(=O)Nc1cccc(Cl)c1,4,96
COc1ccc(NC(=O)C2c3ccccc3Oc3ccccc32)cc1,6,·
Cc1cc2nc(NC3=NCN(Cc4ccc5c(c4)OCO5)CN3)nc(C)c2cc1C,7,85
Cc1cc(=O)oc2cc(OCc3nnc(-c4ccccc4Br)o3)ccc12,7,·
O=C(NCC1CCCO1)c1sc(=S)n2c1[nH]c(=O)c1ccc(C(=O)N3CCCCC3)cc12 (stereo unspecified),0,70
Cc1ccccc1P(=O)(CO)c1ccccc1C,2&-9,99
CC(C)Oc1ccc(C(=O)CCN2CCCCC2)cc1,6,101
O=C(Cc1ccccc1)Nc1ccc(Br)cn1,10,·
Cc1ccc(-c2nn(C)c(=O)c3ccccc23)cc1CNS(C)(=O)=O,4,82
CCN(CC)S(=O)(=O)c1cccc(-c2nnc(SCC(=O)c3cc(C)n(C4CC4)c3C)o2)c1,7,69
Cc1ccc([N+](=O)[O-])cc1-c1ccc(/C=C(\C#N)C(=O)NCc2ccco2)o1,14,·
Cc1ccc(N2CC(C(=O)Nc3ccncc3)CC2=O)cc1 (stereo unspecified),-8,93
O=C(COC(=O)c1ccccc1-c1ccccc1)c1ccccc1,·,80
Cc1nc2ccc(S(=O)(=O)NC(C(=O)NC3CCCC3)C(C)C)cc2s1 (stereo unspecified),4,98
CC(C)c1cc(NC(=O)CSc2nnc(-c3ccccc3F)n2C)on1,4,·
Cc1ccc(C(=O)Nc2sc(C)c(C)c2C(=O)OC(C)C)o1,6,·
COc1cc(OC)cc(C(=O)Nc2ccc(N3CCOCC3)cc2)c1,-2,·
COC(=O)c1c(NC(=O)c2cccs2)sc2c1CCCC2,-5,56
CCCCOC(=O)c1cccc(NC(=O)c2ccc(OC)cc2)c1,104*,·
Cc1cc2c(cc1[N+](=O)[O-])-c1c(ssc1=S)C(C)(C)N2,9,·
O=C(C1=C(O)C(=O)N(CCN2CCOCC2)C1c1ccccn1)c1cccs1 (stereo unspecified),6,59
O=C(Nc1nncs1)c1c(F)c(F)c(F)c(F)c1F,·,73
CC(C)(C)c1nc(NCC2CCCO2)c2nnn(Cc3ccccc3)c2n1 (stereo unspecified),6,79
Cc1nc2ccc(Br)cn2c1C(=O)NN=C1CCCCCC1,-8,·
CC(N=Cc1ccccc1O)C12CC3CC(CC(O)(C3)C1)C2 (stereo unspecified),6,·
COc1ccc(NC(=O)c2cnc3ccccn3c2=O)cc1OC,-2,84
COc1ccc(C(=O)N2CCCC(c3nc(-c4cccs4)no3)C2)cc1 (stereo unspecified),7,110
COc1ccccc1NC=C1C(=O)OC(C)(C)OC1=O,-15,85
CCOC(=O)c1c(-c2ccccc2)oc2cc(Br)c(OS(C)(=O)=O)cc12,8,·
O=C(Cc1ccc([N+](=O)[O-])cc1)Nc1c(Cl)cccc1Cl,5,·
O=C(Nc1ccc(N2CCN(C(=O)c3ccco3)CC2)cc1)c1ccc(F)cc1,6,109
Cn1cccc1-c1cc(C(=O)N/N=C/c2cccc(O)c2)[nH]n1,-12,·
CCOC(=O)c1sc(N2C(=O)C(O)=C(C(=O)c3ccco3)C2c2ccccc2)nc1C (stereo unspecified),7,96
CCOc1ccc(C(=O)NCC(=O)n2nc(C)cc2C)cc1,·,51
FC(F)(F)c1cc(-c2ccccc2)nc(N2CCCCCC2)n1,13,79
OC(c1ccc2c(c1)OCO2)c1nc2ccccc2n1Cc1ccccc1 (stereo unspecified),9,·
C=CCOc1ccc(/C=C2\SC(=S)N(c3cccc(C(F)(F)F)c3)C2=O)cc1OC,0,·
COc1ccc(C(=O)/C=C(\C)c2ccc(OC)cc2)cc1,-8,·

(more compounds)
structure,HePTP inhibitor,BAP1 block
CC(=O)N(C)C1=C(Cl)C(=O)c2ccccc2C1=O,0,·
COCCn1nnnc1C(CC(C)C)N1CCN(C(=O)c2ccco2)CC1 (stereo unspecified),6,109
O=C(CCn1c(=O)sc2ccccc21)Nc1nccs1,0,116
COC(=O)CSC1=C(C#N)C(c2ccccc2F)CC(=O)N1 (stereo unspecified),5,99
COc1ccc(-n2nnc3c(=O)n(CC(=O)N4CCC(C)CC4)cnc32)cc1,3,84

Copied from the listing, 2 compounds:
structure,HePTP inhibitor,BAP1 block
COC(=O)CSC1=C(C#N)C(c2ccccc2F)CC(=O)N1 (stereo unspecified),5,99
COc1ccc(-n2nnc3c(=O)n(CC(=O)N4CCC(C)CC4)cnc32)cc1,3,84
